Shiga inhibitor – blocks Shiga toxin action in Vero cells; Vero cells, Shiga toxin protein synthesis inhibition reporter; AID 2315; inhibition, % at 38.7 µM; 290,000 compounds, 9.2% hits; in the data active means inhibition mostly above about 28%, no sharp cut-off; inactive means mostly below about 43%; further: 0% is about no effect
AMA1 RON2 block – disrupts binding of P. falciparum AMA1 to RON2 | 360,000 compounds, 0.2% hits | AlphaScreen AMA1-biotinylated RON2 peptide binding | Potency, µM (series often up to 58.2 µM), without a hit: top-dose activity change, negative = inhibition, hits mostly inhibitors | AID 720542;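 further: potency means the concentration at half of the fitted maximal effect; 0% = vehicle wells and -100% = peptide control; nearly all actives have a fitted effect of over 45% in size; some results filed as inactive show a strong effect at the top dose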
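AMA1 (3D7) with his tag at 25 nM final met compounds first, then biotinylated RON2 peptide at 25 nM; detection used donor plus acceptor beads, 10 µg/mL apiece, read by AlphaScreen after 30 min at room temperature.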
Cycloheximide cs – counter-screen for Shiga toxin inhibitors: cycloheximide protein synthesis inhibition. cell reporter, cycloheximide protein synthesis inhibition counterscreen. AID 2314. max response, %. 300,000 compounds, 12% hits; in the data active means max response mostly above about 13%, no sharp cut-off; inactive means mostly below about 14%; further: read at 38.3 µM for the half of the compounds with a filed dose; 0% is about no effect
HCMV antiviral – human cytomegalovirus inhibition | HFF cells, HCMV-luciferase reporter, 72 h; active compounds read low | activity change, negative = inhibition, % at 57.5 µM | 410,000 compounds, 4.5% hits; in the data active means activity change below about -60%; inconclusive means no clear call, values can overlap the other calls; inactive means above about -39%; further: on the % scale 0 is the no-effect control and ±100 the full control effect
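Human foreskin fibroblasts infected with luciferase-reporter HCMV at MOI 1 PFU/cell, compounds at two doses. Luciferase measured 72 h post infection; normalized to buffer-only basal and Salinomycin (10uM) controls.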
AmpC no deterg – inhibitors of E. coli AmpC beta-lactamase without detergent. P00811. AmpC nitrocefin hydrolysis, absorbance 480 nm, 0.0001% Triton. Potency, µM (doses to about 57.1 µM), inactives show at the top dose activity change, negative = inhibition, actives largely listed as inhibitors. 330,000 compounds, 0.52% hits. AID 485341;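 further: potency means the concentration at half of the fitted maximal effect; plate controls were no compound for no effect and no enzyme for full effect; nearly all actives have a fitted effect of over 20% in size; some results filed as inactive show a strong effect at the top dose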
Target sequence (P00811 whole entry, looked up): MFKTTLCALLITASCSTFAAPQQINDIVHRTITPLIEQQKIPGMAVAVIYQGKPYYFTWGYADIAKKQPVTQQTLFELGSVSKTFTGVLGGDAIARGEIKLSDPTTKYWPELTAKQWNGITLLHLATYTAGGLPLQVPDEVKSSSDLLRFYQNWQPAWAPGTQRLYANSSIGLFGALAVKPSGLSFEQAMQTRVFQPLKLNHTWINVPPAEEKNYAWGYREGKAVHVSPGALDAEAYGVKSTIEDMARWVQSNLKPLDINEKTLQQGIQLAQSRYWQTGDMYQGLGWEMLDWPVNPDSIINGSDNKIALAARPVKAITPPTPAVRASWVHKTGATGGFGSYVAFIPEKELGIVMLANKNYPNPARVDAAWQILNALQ
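20 mM phosphate pH 7.0 + 0.01% (detergent screen) or 0.0001% Triton X-100; 5.3 nM AmpC reagent; cpd preinc 15 min RT; nitrocefin (800 uM stock) to start; A480 q20 s × 4 min; Activity was normalised to no-enzyme and no-compound control wells.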
AmpC detergent – AmpC beta-lactamase inhibition with detergent present; AID 485294; 370,000 compounds, 0.041% hits; P00811; Potency, µM (top dose mostly 114 µM), for inactives: at the highest dose activity change, negative = inhibition, most hits filed as inhibitors; AmpC hydrolysis of nitrocefin, absorbance 480 nm, 0.01% Triton;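 further: potency means the concentration at half of the fitted maximal effect; 0% = no-compound wells and -100% = no-enzyme wells; nearly all actives have a fitted effect of over 25% in size; some results filed as inactive show a strong effect at the top dose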
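AmpC (5.3 nM in the dispensed reagent) in 20 mM phosphate pH 7.0 with 0.01% (detergent screen) or 0.0001% Triton X-100 was preincubated with compounds for 15 min at room temperature. Nitrocefin was then added from an 800 uM solution, and hydrolysis was followed at 480 nm.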
FBPA Giardia inh – blocks Giardia fructose-bisphosphate aldolase activity | purified Giardia FBPA | Potency, µM (doses to about 59.6 µM), inactives show at the highest dose activity, negative = inhibition, usual class: inhibitors | 290,000 compounds, 0.71% hits | A8B2U2; further: potency means the concentration at half of the fitted maximal effect; on the % scale 0 is the no-effect control and ±100 the full control effect; nearly all actives have a fitted effect of over 55% in size
Target sequence (A8B2U2 whole entry, looked up): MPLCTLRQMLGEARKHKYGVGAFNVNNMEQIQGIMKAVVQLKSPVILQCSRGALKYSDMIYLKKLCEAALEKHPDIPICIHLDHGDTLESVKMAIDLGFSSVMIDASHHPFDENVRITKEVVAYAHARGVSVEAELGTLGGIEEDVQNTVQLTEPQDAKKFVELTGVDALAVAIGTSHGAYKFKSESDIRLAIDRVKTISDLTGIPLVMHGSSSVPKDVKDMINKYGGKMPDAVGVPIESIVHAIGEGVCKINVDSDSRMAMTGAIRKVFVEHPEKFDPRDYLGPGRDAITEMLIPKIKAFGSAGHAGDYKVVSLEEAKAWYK
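40 nM FBPA preincubated 10 min at RT with compound (up to 57.5 uM final), then substrate plus GAPDH/TPI/NAD/arsenate coupling and diaphorase/resazurin added. Fluorescence read after 20 min at RT, 525/598 nm.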
Active calls of the source: *; u = inconclusive; x = no result given; & = joins results of further samples; [ ] = dose if it differs, or a comment. Unless noted, the call rests on the fitted dose curve; in most records, active means well fitted curve in the direction sought with a large enough effect; inconclusive means small, poorly fitted or top-dose-only effect, or another doubt; inactive means no such curve, though single readings can be large; an effect the other way counts as inactive or inconclusive.

SMILES	Shiga inhibitor	AMA1 RON2 block	Cycloheximide cs	HCMV antiviral	AmpC no deterg	AmpC detergent	FBPA Giardia inh
CSCCC(NC(=O)COc1ccccc1)C(=O)N(C)CC(=O)Nc1ccc(Cl)cc1 (stereo not given)	x	-8.4%[11.6 µM]	x	34.0	75.2%[activator]	-1.2%	x
O=C(c1ccco1)N1CCc2[nH]nc(-c3ccc(Cl)cc3)c2C1	-5.4	-2.7%	-2.3	-19.3	20.5%	-3.9%	x
Cc1ccc(OCCn2c(CCNC(=O)C(C)C)nc3ccccc32)cc1	-15.7	-3.5%	-2.3	62.8	61.0%[activator]	u	1.7%
O=[N+]([O-])c1cc(NS(=O)(=O)c2ccc(Cl)nc2)ccc1Cl	x	13.7%	x	-22.2	-19.9%	0.0%	x
CN1CC(c2ccccc2)C2(SC(=S)N(Cc3ccco3)C2=O)C12C(=O)Nc1ccccc12 (stereo not given)	24.4	-23.5%	8.4	-101.5*	-20.2%	-0.7%	-7.4%
Cc1ccc(-c2nnc(N3CCN(c4ccccn4)CC3)c3ccccc23)cc1	-5.7	u	-2.1	-38.1	-4.4%	-0.3%	1.4%
CCc1ccc(C2C(C(C)=O)=C(C(=O)OC)Nc3nnnn32)cc1 (stereo not given)	-3.1	0.9%	1.0	-14.2	-14.3%	-4.5%	7.8%
S=C(NCCCN1CCOCC1)Nc1ccc(-c2nc3ccccc3[nH]2)cc1	37.8	-9.0%	27.8	-5.0	-37.9%	-5.0%	u
CC(C)Oc1ccc(CCC(=O)NNC(=S)Nc2ccccc2)cc1	10.6	39.8%[activator]	1.9	-26.3	-21.6%	-3.5%	9.0%
CCN1CCN(CC2CC3C=CC2C3)CC1 (stereo not given)	-7.2	4.0%[2.32 µM]	-1.7	-11.7	-7.1%	-5.8%	-18.5%
CCC(=O)Nc1sc2c(c1C(N)=O)CCC2	-10.7	1.8%	-2.1	-21.7	21.4%	-16.0%	-1.6%
COc1ccc(C2=NOC(C(=O)NCc3ccccn3)C2)cc1 (stereo not given)	-5.8	-15.9%	-1.0	4.9	-22.6%	-5.9%	5.1%
COc1ccccc1N1CC(C(=O)NCC2COc3ccccc3O2)CC1=O (stereo not given)	x	-3.6%	x	-36.4	3.1%	x	x
COc1ccc(CCN(C)C(=O)CCNS(=O)(=O)c2ccccc2C(F)(F)F)cc1OC	x	-4.1%	x	5.9	28.8%	6.0%	x
COc1cc(C(=O)NNC(=O)c2ccc3ccccc3n2)cc(OC)c1OC	x	111.0%[activator]	x	46.5	-11.7%	5.6%	x

Reprinted from the part before: four entries; new compounds follow.
SMILES	Shiga inhibitor	AMA1 RON2 block	Cycloheximide cs	HCMV antiviral	AmpC no deterg	AmpC detergent	FBPA Giardia inh
COc1ccc(C2=NOC(C(=O)NCc3ccccn3)C2)cc1 (stereo not given)	-5.8	-15.9%	-1.0	4.9	-22.6%	-5.9%	5.1%
COc1ccccc1N1CC(C(=O)NCC2COc3ccccc3O2)CC1=O (stereo not given)	x	-3.6%	x	-36.4	3.1%	x	x
COc1ccc(CCN(C)C(=O)CCNS(=O)(=O)c2ccccc2C(F)(F)F)cc1OC	x	-4.1%	x	5.9	28.8%	6.0%	x
COc1cc(C(=O)NNC(=O)c2ccc3ccccc3n2)cc(OC)c1OC	x	111.0%[activator]	x	46.5	-11.7%	5.6%	x
CCN(CC(=O)NCc1ccc(F)cc1)C(=O)CN1CCN(c2ccccc2OC)CC1	-6.1	2.0%	-7.5	23.6	54.3%	-4.2%	-2.1%
NC(=O)C1CCN(c2nc(-c3ccc4ccccc4c3)cs2)CC1	x	x	x	-23.8	150.1%&23.9%[activator]	u	x
NS(=O)(=O)c1ccc(NC(=S)N2CCN(c3cccc(Cl)c3)CC2)cc1	-11.8	12.8%[11.6 µM]	-4.1	u	-32.5%	-2.8%	u
COc1ccccc1C(=O)N1CCNC(=O)C1CC(=O)Nc1cccc(C)c1 (stereo not given)	-16.1	2.9%	-4.9	45.6	-9.2%	-8.7%	3.3%
Cc1ccc(/C([O-])=C(/C(=S)NCc2ccccc2)[n+]2cccc(CO)c2)cc1[N+](=O)[O-]	3.2	12.1%	-1.4	-13.1	-34.8%	1.0%	-28.5%
O=C(NCCCCCCNC(=O)c1ccncc1)c1ccncc1	-5.1	1.1%	-2.0	18.2	-3.4%	-15.4%	5.0%
C(=N\N1CCN(Cc2cccc3ccccc23)CC1)/c1cccs1	21.1	u	-1.5	-32.9	-6.4%	7.0%	3.4%
Cc1ccccc1OCC(=O)NNC(=O)c1ccoc1C	x	38.6%[activator]	x	-2.2	-16.8%	5.9%	x
COc1cccc(CNc2ccc(F)c(Cl)c2)c1	8.2	-7.4%	8.1	-21.9	-24.2%	-4.2%	-15.0%
CCOC(=O)c1ccc(CSc2nncn2N)o1	-13.8	21.4%	1.8	41.6	x	2.2%	5.5%
COc1cc([N+](=O)[O-])ccc1NC(=S)N1CCOCC1	-15.3	1.1%	-1.0	x	-10.6%	2.6%	u
C=C(C)COc1ccc2c3c(c(=O)oc2c1OCC(=C)C)CCC3	17.7	56.6%[activator]	-3.8	5.3	-11.1%	1.2%	-5.1%
CCOc1ccc(S(=O)(=O)NCCC(=O)NCC(C)(C)N2CCOCC2)cc1	x	18.2%	x	-29.5	-21.2%	-10.8%	x
COc1ccc(CCN2C(=O)CC(NCc3ccc4c(c3)OCO4)C2=O)cc1OC (stereo not given)	-7.5	0.3%	-4.8	x	37.3%	-1.9%	9.3%
CN1[C@H]2CC[C@@H]1C(C(=O)N1CCOCC1)=C(O)C2	x	4.2%	x	-3.5	-7.5%	-6.0%	x

Record cards, from the list above.
Record of COc1ccc(C2=NOC(C(=O)NCc3ccccn3)C2)cc1 (stereo not given) : Shiga inhibitor = -5.8; AMA1 RON2 block = -15.9%; Cycloheximide cs = -1.0; HCMV antiviral = 4.9; AmpC no deterg = -22.6%; AmpC detergent = -5.9%; FBPA Giardia inh = 5.1%
Record of O=C(NCCCCCCNC(=O)c1ccncc1)c1ccncc1 : Shiga inhibitor = -5.1; AMA1 RON2 block = 1.1%; Cycloheximide cs = -2.0; HCMV antiviral = 18.2; AmpC no deterg = -3.4%; AmpC detergent = -15.4%; FBPA Giardia inh = 5.0%

Continued.
SMILES	Shiga inhibitor	AMA1 RON2 block	Cycloheximide cs	HCMV antiviral	AmpC no deterg	AmpC detergent	FBPA Giardia inh
COc1cccc(CNC(=O)CCSCc2ccccc2F)c1	-10.0	-0.7%	-0.9	6.3	-15.9%	-5.8%	3.1%
CCCCc1cc(=O)oc2cc(O)cc(O)c12	3.6	-4.6%	5.3	u	-40.8%	2.4%	2.7%
C=CCn1c(=N)n(CC(=O)OCC)c2ccccc21	-9.3	-4.2%	0.9	44.5	-15.1%	u	0.2%
O=C(COC(=O)CCNS(=O)(=O)c1ccccc1)NC(=O)c1ccccc1	x	21.5%	x	0.6	-27.1%	-10.9%	x
CN1CCC(N(C)c2nc(-c3ccc([N+](=O)[O-])cc3)nc3ccccc23)CC1	-12.1	u	-4.3	28.7	62.1%[activator]	1.1%	-4.7%
COc1cc(C(=O)N[C@H](C(=O)NC(C)C23CC4CC(CC(C4)C2)C3)C(C)C)cc(OC)c1OC (stereo not given in full)	-13.3	-4.8%	-5.4	-20.7	16.3%	-14.8%	2.5%
CCOC(=O)C1CCCN(C(=S)Nc2ccc(OC)cc2)C1 (stereo not given)	-9.0	-3.1%	-0.9	-67.0*	-25.8%	4.7%	2.4%
CCc1cc2c(-c3ccccc3)cc(=O)oc2cc1OC(C)C(=O)O (stereo not given)	-4.3	-6.4%	-2.9	-2.9	-26.5%	-6.2%	10.8%
Cn1c(-c2ccccc2)c(C=O)c2ccccc21	70.6	-1.2%	7.1	-11.8	-23.4%	3.1%	1.7%
CCS(=O)(=O)N1CCC(C(=O)Nc2ccccc2OC)CC1	13.9	-4.9%	-1.9	20.3	-7.6%	-10.4%	7.7%
O=C(NC1CCCCC1)N1CCC(c2nc3ccc(Cl)cc3[nH]2)CC1	-21.6	2.5%	2.4	-24.6	-5.7%	-19.4%	-2.7%
O=C(NCCc1nnc2ccc(SCC(=O)N3CCOCC3)nn12)c1ccccc1	-1.2	2.8%	-4.1	-12.3	-11.2%	-0.8%	0.3%
O=C(NC(=S)N1CCN(c2ccccn2)CC1)c1ccco1	36.4	95.4%[activator]	18.4*	-37.0	1.2%	5.5%	u
COc1ncccc1C(=O)NC1CCCc2c1cnn2-c1cc(C)cc(C)c1 (stereo not given)	19.0	-4.8%	-1.2	-61.2*	88.8%[activator]	-13.5%	6.2%
N=C1C(=O)OCC1c1ccccc1NC(=O)CN1CCCCC1 (stereo not given)	-0.1	3.6%	-0.7	x	-8.3%	2.7%	19.6%
O=C(Oc1ccc([N+](=O)[O-])cc1)c1cncc(Br)c1	-45.3	2.9%	8.3	-25.1	-28.5%	-4.7%	-2.7%
CN(CC(=O)OCC(=O)Nc1ccccc1)S(=O)(=O)c1ccc(Cl)cc1	-18.0	-8.0%	1.0	11.4	-14.0%	-4.2%	1.6%
CN(C)CP(=O)(O)CN(C)C=O	17.4	0.7%	-1.6	-24.6	-7.7%	-11.2%	4.4%
O=C(CN1c2cccc3cccc(c23)S1(=O)=O)Nc1ccccc1Br	x	8.4%	x	-19.1	-35.6%	x	x
CCOc1ccccc1CN1CCN(C/C=C/c2ccc(OC)cc2)CC1CCO (stereo not given)	11.5	-10.3%	4.0	u	131.0%[activator]	8.2%	4.9%
CC(=O)Nc1ccc(NC(=O)CS(=O)(=O)c2cn(CC(=O)N3CCCC3)c3ccccc23)cc1	15.4	7.1%	-4.1	4.5	-8.4%	3.7%	x
c1cncc(CNC2CCCCC2)c1	-5.9	0.0%	6.9	5.8	4.6%	-9.2%	u
O=C1NC2(CCCCC2)C(=O)N1/N=C/c1ccc(O)cc1O	53.0*	59.4%[activator]	38.0*	2.9	-20.5%	-3.6%	0.6%
O=C(/C=C/c1ccc(S(=O)(=O)N2CCOCC2)cc1)NCCCn1ccnc1	-13.1	-7.8%	-7.8	-36.0	-10.1%	0.1%	7.9%
Cc1cc(Nc2cc(C(=O)O)ccc2C)n2ncnc2n1	-12.3	-4.5%	-8.3	-1.2	-6.8%	-8.1%	-6.3%
COc1ccccc1NC(=O)CSc1nnnn1-c1ccccc1F	x	0.0%	-2.9	-33.5	-27.8%	u	0.7%
O=C(NC(=O)N1CCN(c2cccc(Cl)c2)CC1)c1ccc(Cl)cc1	18.1	6.8%	9.4	-16.9	-15.3%	3.7%	x
CCc1ccc(C(=O)Nn2c(C)nc3ccccc3c2=O)cc1	14.6	-1.9%	6.9	84.8	-29.5%	0.4%	8.1%

Screening results: PubChem, National Center for Advancing Translational Sciences (NCATS)

This is a random part of the collection, and some 16% of all compounds hit somewhere here.
